TDP1 cell noCPT = qHTS for Inhibitors of human tyrosyl-DNA phosphodiesterase 1 (TDP1): qHTS in cells in absence of CPT | DT40 Tdp1-/- hTDP1 cells, no CPT, ATP luminescence, 48 h | Potency, µM (highest dose often 46.2 µM), for inactives: top-dose activity change, negative = growth inhibition, most hits filed as inhibitors | hit rate 15% among 420,000; further: nearly all actives have a fitted effect of over 55% in size
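Chicken DT40 Tdp1-/- cells complemented with human TDP1, screened without camptothecin (DMSO vehicle only), 400 cells/well. Compounds pin-transferred, cells incubated at 37 °C for at least 48 hr. Growth read as ATP-dependent luminescence (CellTiter-Glo, 30 min at RT).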
DT40 TDP1 CPT = growth inhibition of DT40 Tdp1-/-;hTDP1 cells with camptothecin (screen for TDP1 inhibitors) | Potency, µM (titrated, usually from 46.2 µM), for inactives: at the highest dose activity change, negative = growth inhibition, hits mostly inhibitors | hit rate 12% among 420,000 | AID 686979 | chicken DT40 Tdp1-/-;hTDP1 cells + 20 nM CPT, ATP luminescence, 48 h; further: nearly all actives have a fitted effect of over 55% in size
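Chicken DT40 Tdp1-/- cells stably complemented with human TDP1 were seeded at 400 cells/well in medium containing 20 nM camptothecin, exposed to pin-transferred compounds, and grown at 37 °C for at least 48 hr. Viability was read as ATP luminescence.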
GCN5L2 inh = blocks human GCN5L2 histone acetyltransferase | GCN5L2 HAT assay, ThioGlo1 CoA-SH fluorescence | Potency, µM (titrated, usually from 58.9 µM), without a hit: at the top dose activity change, negative = inhibition, usual class: inhibitors | Q92830 | hit rate 0.21% among 390,000
Target sequence (Q92830 whole entry, looked up): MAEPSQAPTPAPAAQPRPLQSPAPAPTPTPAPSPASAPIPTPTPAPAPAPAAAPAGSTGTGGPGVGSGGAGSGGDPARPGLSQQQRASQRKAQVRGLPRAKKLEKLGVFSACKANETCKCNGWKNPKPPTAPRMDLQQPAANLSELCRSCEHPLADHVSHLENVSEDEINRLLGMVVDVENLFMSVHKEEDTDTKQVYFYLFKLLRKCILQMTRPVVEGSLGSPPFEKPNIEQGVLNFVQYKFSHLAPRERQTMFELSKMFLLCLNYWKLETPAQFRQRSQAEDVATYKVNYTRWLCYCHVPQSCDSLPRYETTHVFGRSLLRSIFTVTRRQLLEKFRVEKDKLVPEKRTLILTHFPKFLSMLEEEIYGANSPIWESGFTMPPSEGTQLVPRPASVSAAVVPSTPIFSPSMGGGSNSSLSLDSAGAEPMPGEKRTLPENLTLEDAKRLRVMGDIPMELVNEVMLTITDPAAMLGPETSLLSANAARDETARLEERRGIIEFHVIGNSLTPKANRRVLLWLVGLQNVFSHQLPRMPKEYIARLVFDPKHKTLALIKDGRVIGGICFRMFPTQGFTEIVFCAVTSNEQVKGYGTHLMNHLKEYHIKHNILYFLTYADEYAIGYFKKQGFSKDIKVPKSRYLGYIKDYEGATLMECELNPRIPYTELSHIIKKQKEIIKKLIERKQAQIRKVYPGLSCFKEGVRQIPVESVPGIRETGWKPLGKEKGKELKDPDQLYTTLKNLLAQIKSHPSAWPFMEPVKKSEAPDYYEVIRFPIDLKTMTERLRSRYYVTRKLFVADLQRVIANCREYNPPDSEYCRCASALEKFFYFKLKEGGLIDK
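Fluorescence readout, Ex340nm/Em540nm: ThioGlo1 (50uM final) reacts with free CoA thiol released as 20nM GCN5L2 acetylates H3(1-25) peptide (75uM) using acetyl-CoA (70uM). Compound and enzyme sat 15 min beforehand; 20 min room-temperature reaction.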
Numbers without * were called inactive; ? = inconclusive; . = no result given; [ ] = another dose, or the depositor's remark. The call rests on the fitted dose curve; in most records, active means well fitted curve in the direction sought with a large enough effect; inconclusive means small, poorly fitted or top-dose-only effect, or another doubt; inactive means no such curve, though single readings can be large; an effect the other way counts as inactive or inconclusive. On the % scale 0 is the no-effect control and ±100 the full control effect; potency means the concentration at half of the fitted maximal effect. Only part of the results is shown, so the mix of outcomes need not match the whole.

SMILES | TDP1 cell noCPT | DT40 TDP1 CPT | GCN5L2 inh
CC(C)C(=O)Nc1nnc(SCC(=O)Nc2ccc3c(c2)OCCO3)s1 | -28% | 5% | 0%
Cc1c(NC(=O)C2CCCNC2=O)c(=O)n(-c2ccccc2)n1C (centres undefined) | 1% | -2% | -4%
COc1ccc(NC(=O)c2n[nH]c(=O)c3ccccc23)cc1S(=O)(=O)N1CCCCC1 | ? | ? | 33%[activator]
S=C(NCc1ccccc1)N1CCn2cccc2C1c1cccnc1 (centres undefined) | -1% | 6% | -5%
O=c1[nH]cccc1-c1nc2ccccc2n1Cc1ccc(Cl)cc1 | ? | ? | -4%
Cc1cc(C)n(CCc2nc3c4ccccc4n(CC#N)c(=O)n3n2)n1 | -5% | 4% | -4%
CC(C)c1cc(C(F)(F)F)n2nc(C(=O)Nc3ccc(-n4cnnn4)cc3)cc2n1 | 18% | 0% | -12%
Cc1cccc(C2C3=C(CCCC3=O)N=C3c4ccccc4C(=O)C32)c1 (centres undefined) | ? | ? | -6%
Cc1ccc(C(=O)O)cc1NC(=S)NC(=O)c1ccc(-c2ccc(Cl)cc2)o1 | 22% | -19% | -11%
CC(C)c1ccc(NC2CCCN(C(=O)CCN3CCCC3=O)C2)cc1 (centres undefined) | -2% | 1% | -2%
CC1CCc2sc(C(=O)N/N=C/c3ccc([N+](=O)[O-])cc3)cc2C1 (centres undefined) | -1% | 8% | -4%
CN(C)CCN(C(=O)c1ccc(S(=O)(=O)N(C)C)cc1)c1nc2cc3c(cc2s1)OCCO3 | -26% | 0% | -3%
COC(=O)C1=C(N)N(c2ccccc2F)C2=C(C(=O)CC(C)(C)C2)C1c1ccc(OC)c(OC)c1 (centres undefined) | ? | ? | 0%
O=C(c1ccncc1)N1N=C(c2ccc(Br)cc2)CC1c1ccccc1O (centres undefined) | ? | ? | -9%
CCOc1cccc(NC(=O)C2CC(=O)NC(=Nc3ccccc3)S2)c1 (centres undefined) | -16% | -25% | -16%
C=CCNC(=O)c1ccccc1NC(=O)COc1ccccc1 | -7% | 1% | -2%
CCCS(=O)(=O)NC(=O)C1(C)CCN(C(=O)c2cc(OC)c(OC)c(OC)c2)C1 (centres undefined) | 5% | 6% | .
CN1CCN(C(=O)c2cc([N+](=O)[O-])ccc2Cl)CC1 | 1% | -7% | -14%
COc1ccc(-c2cc(=O)oc3cc(OCC(C)=O)ccc23)cc1 | -24% | -24% | -2%
Cc1ccc(/C(N)=N/OC(=O)c2ccc3ccccc3c2)cc1 | 7% | -26% | -1%
COc1ccc(N2CCN(CC(=O)NC(=O)NCc3ccccc3)CC2)cc1 | -4% | 0% | 1%
COC(=O)CCc1sc(Nc2ccccc2)nc1-c1ccc(OC)cc1 | 16µM* | ? | -8%
Cc1ccc(CN2C(=O)CSCC2(C)C(=O)NC(C)C)cc1 (centres undefined) | -28% | -3% | .
c1coc(-c2nc3nc4ccccc4n3nc2-c2ccco2)c1 | ? | ? | .
COc1cccc(/C=C/C(=O)OCC(=O)NCC2CCCCC2)c1OC | 15% | -17% | -2%
SMILES | TDP1 cell noCPT | DT40 TDP1 CPT | GCN5L2 inh
Cn1c(-c2ccccc2)c(CCO)c2ccccc21 | -25% | -15% | -1%
C/C=C/c1ccccc1OCc1ccc(C(=O)OC)o1 | -27% | -8% | 0%
COc1ccc(-c2cc(C)no2)cc1S(=O)(=O)NC1CCC(C)CC1 (centres undefined) | ? | ? | -5%
CC1CC(C)(C)N(C(=O)CSc2ccc(-c3ccc(F)cc3)nn2)c2ccccc21 (centres undefined) | 22µM* | ? | -5%
O=C(Nc1ccc(Br)cc1)N1CCC(CN2CCCC2)CC1 | -13% | ? | -5%
CCn1nnc(-c2ccccc2NS(=O)(=O)c2ccc(S(=O)(=O)N(C)C3CCCCC3)cc2)n1 | ? | -17% | 0%
CCCCNc1c(-c2cccc(-c3cc(C(C)=O)cs3)c2)nc2ccc(C)cn12 | 13µM* | 16µM* | -19%
Cc1ccccc1CS(=O)(=O)Cc1ccc(C(=O)NCCCN2CC(C)CC(C)C2)o1 (centres undefined) | 4% | -3% | -5%
CN1CCN(CC(=O)O)CC1 | 2% | -19% | -1%[0.501 µM]
CCN(CC)C(=O)Cc1c(OC)ccc2cc(Br)ccc12 | ? | ? | -5%
Cc1ccc(CNC(=O)Cn2ncc3c(C)n(Cc4ccc(Cl)cc4)c(C)c3c2=O)cc1 | ? | ? | -7%
O=C(Nc1nnc(-c2ccccc2)o1)c1cccc(S(=O)(=O)N2CCOCC2)c1 | 16µM* | 13µM* | -5%
Cc1ncc2c(c1CNC(=O)c1ccc3c(c1)OCO3)CCN(C(=O)c1noc3c1CCCC3)C2 | -12% | 0%[9.04 µM] | .
NS(=O)(=O)c1ccc(NC(=O)CCC(=O)O)cc1 | 0% | 4% | 3%
CC(=O)Nc1ccc(C(=O)NC2CCCC2)cc1 | 9% | -25% | -6%
Cc1ccc(/C=C2/NC(=O)[C@H](C)NC2=O)cc1 | 9% | 8% | 23%
COc1ccc(C(C(=O)OC(C)CN(C)C)c2ccccc2)cc1 (centres undefined) | -2% | 1% | -1%
COc1ccccc1N(Cc1cc2ccc(C)cc2[nH]c1=O)C(C)=O | -2% | 3% | -4%
S=c1[nH]nc(-c2cccs2)n1/N=C/c1c(Cl)cccc1Cl | 13% | -17% | -13%
O=C(Nc1ccc(N2CCN(C(=O)c3cccs3)CC2)cc1)c1ccccc1Cl | 12µM* | 15µM* | 0%
O=C(Cn1c(=O)n(-c2ccccc2)c(=O)c2ccc(C(=O)NCc3ccc4c(c3)OCO4)cc21)Nc1ccc(F)c(Cl)c1 | ? | ? | -4%
COCCNc1nc(-c2cccc(OC)c2)nc2ccccc12 | 6.5µM* | 18µM* | -9%
CCCCC[C@H](C)N1C[C@@H](COCc2ccccc2)Oc2cc(N3CCC[C@H]3CO)ccc2S1(=O)=O | ? | ? | .
COCCCNC(=O)[C@H](Cc1ccccc1)NC(=O)CC[C@H]1O[C@@H](n2ccc(=O)[nH]c2=O)[C@H](O)[C@@H]1O | -11% | -9% | .
O=C(c1cccnc1)N(Cc1ccccc1)C1(C(=O)Nc2ccccc2)CCCCC1 | -5% | -1% | -5%

Molecules from the list above with a thiophene ring, fused or not (four):
SMILES | TDP1 cell noCPT | DT40 TDP1 CPT | GCN5L2 inh
CC1CCc2sc(C(=O)N/N=C/c3ccc([N+](=O)[O-])cc3)cc2C1 (centres undefined) | -1% | 8% | -4%
CCCCNc1c(-c2cccc(-c3cc(C(C)=O)cs3)c2)nc2ccc(C)cn12 | 13µM* | 16µM* | -19%
S=c1[nH]nc(-c2cccs2)n1/N=C/c1c(Cl)cccc1Cl | 13% | -17% | -13%
O=C(Nc1ccc(N2CCN(C(=O)c3cccs3)CC2)cc1)c1ccccc1Cl | 12µM* | 15µM* | 0%

Single records, as listed above:
`O=C(Nc1ccc(Br)cc1)N1CCC(CN2CCCC2)CC1` as listed: TDP1 cell noCPT = -13%; DT40 TDP1 CPT = ?; GCN5L2 inh = -5%
`COc1ccccc1N(Cc1cc2ccc(C)cc2[nH]c1=O)C(C)=O` as listed: TDP1 cell noCPT = -2%; DT40 TDP1 CPT = 3%; GCN5L2 inh = -4%
`O=C(Nc1nnc(-c2ccccc2)o1)c1cccc(S(=O)(=O)N2CCOCC2)c1` as listed: TDP1 cell noCPT = 16µM*; DT40 TDP1 CPT = 13µM*; GCN5L2 inh = -5%

Carrying on:
SMILES | TDP1 cell noCPT | DT40 TDP1 CPT | GCN5L2 inh
COc1cc(C2(c3ccc(O)c(OC)c3)C(=O)Nc3c(C)cc(Br)cc32)ccc1O | 0% | 2% | .
Cc1ccc(NC(=O)c2cc(S(=O)(=O)N3CCC4(CC3)OCCO4)ccc2F)cc1Cl | 15µM* | 8.2µM* | 4%
CCO[C@H]1OC(C(=O)NCc2nc3ccccc3[nH]2)=C[C@@H](C2CC2)[C@@H]1CCCO | 0.58µM* | 0.82µM* | 0%
Cc1ccc(CNC(=O)CCS(=O)(=O)c2ccc(Br)cc2)cc1 | -6% | -6% | ?
CN1CCN(/C(=N\S(=O)(=O)c2ccc(F)cc2)c2ccccc2)CC1 | -13% | 1% | .
CCN1C(=O)c2cccc3c(Cl)ccc(c23)C1=O | -28% | 6% | -7%
Cn1cc(CCNC(=O)c2ccc3nc(Cc4ccccc4F)oc3c2)cn1 | -24% | ? | -13%
COc1ccc(C(=O)CSc2cc(C)nc(SCC(=O)c3ccc(C)cc3)n2)cc1 | -27% | -21% | -4%
CCOc1ccccc1C(=O)Nc1ccc2nc3c(c(Nc4ccc(OC)c(OC)c4)c2c1)CCCC3 | 5.2µM* | 4.1µM* | -5%
c1ccc2c(C3OCC4(CCCCC4)CO3)cccc2c1 | ? | -21% | .
COc1cc(OC)c(OC)cc1CNc1nnnn1C | 12% | 9% | 0%
COc1ccc2nc(C)cc(Sc3nc4ccccc4s3)c2c1 | 9.2µM* | 9.2µM* | -19%
CC(=O)Nc1nc(NC(=O)C(Cl)(Cl)Cl)n(-c2ccccc2)n1 | ? | 0% | -11%
CCCCC(=O)N1CCN(c2nc(-c3ccc(F)cc3)cs2)CC1 | ? | ? | ?
O=C(Cn1cc([N+](=O)[O-])cn1)Nc1ccn(Cc2c(F)c(F)c(F)c(F)c2F)n1 | -23% | -21% | -3%
CCCCN(C(=O)C1CCN(C(=O)c2ccccc2C)CC1)c1c(N)n(CC(C)C)c(=O)[nH]c1=O | 23% | -10% | .
COc1cc(C(=O)NCc2ccc(C(=O)NCC(OC)OC)cc2)cc(OC)c1OC | -1% | 7% | 1%
COc1ccccc1NC(=S)NNC(=O)c1ccccc1Br | 13µM* | 16µM* | 2%
Cc1ccc(NC(=O)C(c2ccccc2)C2CCCC2)cc1 (centres undefined) | ? | ? | -1%
CC(C)[C@H](NC(=O)N1CCn2c1nc1ccccc12)C(=O)NCc1ccc(F)cc1 | -19% | ? | -2%
Cc1ccccc1CCNC(=O)Cn1nc(C)c2c(C)n(-c3ccccc3)nc2c1=O | -12% | -12% | -12%
N#Cc1ccc[n+](CC(=O)c2ccc(F)cc2)c1 | ? | ? | .
COCCCn1cc(CN2CC(N3CCN(Cc4cccc(C)c4)CC3)CS2(=O)=O)nn1 (centres undefined) | -5% | 0% | .
O=C(CCCOc1ccccc1)N1CCN(S(=O)(=O)c2cccs2)CC1 | -28% | -27% | -14%
CCc1c(C)nc(SCC(=O)Nc2nc(-c3ccc(OC)cc3)cs2)[nH]c1=O | -11% | -1% | 1%
SMILES | TDP1 cell noCPT | DT40 TDP1 CPT | GCN5L2 inh
Cc1cccc(/C=N\Nc2nnc(-c3ccccc3)c(=O)[nH]2)c1 | ? | -26% | -7%
Cc1cc(O)c2c(c1O)C(=O)C(O)=C(O)C2=O | -20%[9.04 µM] | 8%[9.04 µM] | .
Cc1ccc(F)cc1NC(=O)Cc1nn(C)c(=O)c2ccccc12 | ? | ? | 0%
COc1ccc(NC2CCCN(C(=O)c3ccc(CSC)o3)C2)cc1OC (centres undefined) | 1% | -9% | -3%
CCOC(=O)c1cccc(NC(=O)[C@H](CSCc2ccccc2)N2Cc3ccccc3C2=O)c1 | ? | ? | -16%
COc1cccc(CCNC(=O)c2cc(COc3cccc(OC)c3)on2)c1 | 16µM* | ? | .
O=C(COC(=O)c1ccc2c(c1)OCCO2)Nc1cc(Cl)ccc1Cl | -5% | -23% | -2%
CCOC(=O)c1c(C)[nH]c(C)c1S(=O)(=O)NCC1CCN(Cc2ccc(C)cc2)CC1 | 9% | ? | -3%
Cc1ccc(C)c(N2CCN(c3nc4ccccc4n4nnnc34)CC2)c1 | ? | ? | -1%
COC(=O)CC1COc2ccccc2N1C(=O)c1ccc(Cl)cc1 (centres undefined) | -19% | -20% | -3%
C=CCNc1nc(Nc2ccc(OC)cc2)nc(OC)n1 | -23% | -27% | .
COC1=CC(=O)c2c(ccc3ncnc(N)c23)C1=O | 0.29µM* | 0.21µM* | .
CCOC(=O)Cc1cc(=O)n2[nH]c(-c3ccccc3)cc2n1 | -10% | -11% | 1%
COc1ccc(NC(=O)c2ccco2)c(OC)c1 | -6% | -3% | -5%
CCOC(=O)c1ccc(-n2c(CN(CC)CC)nc3ccc([N+](=O)[O-])cc3c2=O)cc1 | ? | 18µM* | -11%
O=C(c1c(F)cccc1Cl)N1CCN(S(=O)(=O)c2ccc3c(c2)OCCCO3)CC1 | ? | ? | -6%
N#Cc1cn(-c2ccccc2)nc1C(=O)c1ccccc1 | 12µM* | ? | -3%
COc1ccc(C(=O)NC(C)CCc2ccccc2)cc1 (centres undefined) | -10% | -6% | -3%

Screens deposited in PubChem BioAssay by National Center for Advancing Translational Sciences (NCATS).
